Bioassay records as filed in PubChem BioAssay.
EPAC2 agonist = qHTS for Agonist of cAMP-regulated guanine nucleotide exchange factor 4 (EPAC2): primary screen | Rap guanine nucleotide exchange factor 4 (Homo sapiens), Q8WZA2 | EPAC2 activation, biochemical qHTS; response scale: 100% = 6.5 mM cAMP response | Potency, µM (titrated, usually from 154 µM), inactives show top-dose activation, actives largely listed as activators | actives 0.079% (n = 360,000); note: potency is the fitted concentration of half-maximal effect; nearly all actives have a fitted effect of over 50% in size
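In this primary screen, activation is scored as increased exchange of BODIPY-GDP from Rap1B by 100 nM EPAC2, with 50 uM GDP as competitor. Signal is normalized to the 6.5 mM cAMP agonist control.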
D3 ag = qHTS of D3 Dopamine Receptor Agonist: qHTS. max activation, %. actives 0.58% (n = 410,000). D3R DiscoveRx beta-arrestin cells, luminescence, 90 min. D(3) dopamine receptor (Homo sapiens), P35462; in the data active = max activation above about 30%; note: 0% is about no effect; mostly tested at two doses, the higher about 12 µM
Target sequence (P35462 whole entry, looked up): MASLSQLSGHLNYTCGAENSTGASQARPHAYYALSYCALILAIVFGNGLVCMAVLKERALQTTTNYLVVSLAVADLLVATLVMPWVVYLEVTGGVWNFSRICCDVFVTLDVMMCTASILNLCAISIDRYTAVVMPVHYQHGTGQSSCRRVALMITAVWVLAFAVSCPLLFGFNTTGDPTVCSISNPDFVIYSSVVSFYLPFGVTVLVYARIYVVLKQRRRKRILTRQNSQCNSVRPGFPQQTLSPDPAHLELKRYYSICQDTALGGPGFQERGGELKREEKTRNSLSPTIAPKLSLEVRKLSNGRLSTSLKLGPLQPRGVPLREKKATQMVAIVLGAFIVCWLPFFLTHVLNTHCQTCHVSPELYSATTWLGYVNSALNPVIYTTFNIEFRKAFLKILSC
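Cells at 1500/well, incubated overnight, then treated with pinned compounds (dopamine as control) for 90 min at 37 degrees C. DiscoveRx reagent added for 30 - 60 minutes at room temperature; luminescence read.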
Mm-Cpn inhibitor = Inhibitors of TCP-1 ring complex (TRiC) of Methanococcus maripaludis (MmCpn): qHTS | Chaperonin Mm-Cpn (Methanococcus maripaludis) | purified Mm-Cpn ATPase, ADP Transcreener TR-FRET | Potency, µM (doses to about 76.9 µM), without a hit: top-dose activity, negative = inhibition, usual class: inhibitors | actives 0.031% (n = 330,000) | AID 504842, 2011; note: potency is the fitted concentration of half-maximal effect; % is set by controls: 0 for no effect and ±100 for the full control effect; nearly all actives have a fitted effect of over 80% in size
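Compound-treated chaperonin, 25 nM final, turns over 10 uM ATP at 37°C for 30 min following a 10 min preincubation; ADP generated competes with ADP-d2 for Eu-cryptate antibody, lowering FRET.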
CCT chaperon mod = High-Throughput Screening for Modulators of Cytosolic Chaperonin Activity; purified chaperonin ATPase assay, HTRF ADP detection, 30 min; activity change, % (concentration not given with the values), hits read low; actives 0.3% (n = 360,000); AID 651819, 2012; in the data active = activity change below about -30%; note: % is set by controls: 0 for no effect and ±100 for the full control effect
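TRiC at 40 or 20 nM final (batch-dependent) in 30 mM Tris pH 7.4, 100 mM KCl, 5 mM MgCl2, 1 mM DTT, with compound at single 76 uM and 10 uM ATP, 30 min at 37 deg C. ADP detected by HTRF Transcreener, 665/615 ratio.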
PTHR1 agonist = qHTS for PTHR1 Agonists: Primary Screen. Parathyroid hormone/parathyroid hormone-related peptide receptor (Homo sapiens), Q03431. HEK293 GP2 PTHR1 cells, GloSensor cAMP luminescence, 1 h. Potency, µM (top dose mostly 115 µM), without a hit: top-dose activation, hits mostly activators. actives 0.075% (n = 410,000). AID 743266, 2014; note: potency is the fitted concentration of half-maximal effect; nearly all actives have a fitted effect of over 55% in size; some results filed as inactive show a strong effect at the top dose; inactives centre near -15; many of its hits are not listed in these tables
Target sequence (Q03431 whole entry, looked up): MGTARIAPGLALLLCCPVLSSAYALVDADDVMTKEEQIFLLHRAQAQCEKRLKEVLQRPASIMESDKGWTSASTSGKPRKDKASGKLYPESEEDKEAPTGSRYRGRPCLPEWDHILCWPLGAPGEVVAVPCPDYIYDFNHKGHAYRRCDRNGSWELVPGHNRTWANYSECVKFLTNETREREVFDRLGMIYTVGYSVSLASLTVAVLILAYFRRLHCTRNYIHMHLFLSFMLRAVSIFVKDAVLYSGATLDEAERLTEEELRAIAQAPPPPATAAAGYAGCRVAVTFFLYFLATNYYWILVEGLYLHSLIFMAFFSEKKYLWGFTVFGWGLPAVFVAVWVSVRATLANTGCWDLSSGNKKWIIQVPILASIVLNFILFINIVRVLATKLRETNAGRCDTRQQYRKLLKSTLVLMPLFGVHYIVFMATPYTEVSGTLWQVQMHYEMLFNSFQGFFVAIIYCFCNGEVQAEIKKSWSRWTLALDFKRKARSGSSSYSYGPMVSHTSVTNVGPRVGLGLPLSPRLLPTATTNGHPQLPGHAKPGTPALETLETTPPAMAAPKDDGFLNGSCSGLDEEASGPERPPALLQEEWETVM
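HEK-293-derived GP2 cells expressing PTHR1 and a GloSensor cAMP reporter, 3,000/well, plated overnight, given luciferin plus IBMX (each 0.5 mM as added) for 1 h at 37 °C, then compound for 1 h at 37 °C. Luminescence was read after 15 min at room temperature.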
DRD3 antagonist = qHTS of D3 Dopamine Receptor Antagonist: qHTS | D(3) dopamine receptor (Homo sapiens), P35462 | D3R cells, DiscoveRx beta-arrestin luminescence, antagonist mode; stronger effect = lower value | max response, negative = inhibition, % | actives 2.5% (n = 360,000); in the data active = max response below about -50%; inconclusive = no clear call, values can overlap the other calls; note: % is set by controls: 0 for no effect and ±100 for the full control effect; mostly tested at two doses, the higher about 12 µM
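Cells expressing the human receptor were seeded at 1500 cells/well, incubated overnight at 37 degrees C in 5% CO2, then exposed to library compounds with dopamine controls for 90 minutes at 37 degrees C before luminescent detection.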
Akt phos inh = HTS Assay for Inhibitors of Akt Phophorylation: Primary Screen; Neuro2A IGF-stimulated pAkt S473 HTRF, 20 min; stronger effect = lower value; activity change, % for hits at 50 µM; actives 0.32% (n = 360,000); AID 651550, 2012; in the data active = activity change below about -80%; inconclusive = mostly about -51% to -80%; note: % is set by controls: 0 for no effect and ±100 for the full control effect
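Neuro2A cells (4,500/well, DMEM with 0.5% FBS) were treated with compound at a single 50 µM final concentration, stimulated with 6 nM IGF for 20 min at 37 °C, and lysed. Phospho-Akt Ser473 was read by HTRF as 665/615 ratio ×10^4.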
EPAC2 antagonist = qHTS for Antagonist of cAMP-regulated guanine nucleotide exchange factor 2 (EPAC2): primary screen; Rap guanine nucleotide exchange factor 4 (Homo sapiens), Q8WZA2; EPAC2 GEF exchange of Rap1B-BODIPY-GDP, fluorescence; Potency, µM (highest dose often 114 µM), for the others: at the highest dose activity, negative = inhibition, hits mostly inhibitors; actives 0.18% (n = 360,000); note: potency is the fitted concentration of half-maximal effect; % is set by controls: 0 for no effect and ±100 for the full control effect; nearly all actives have a fitted effect of over 45% in size; many of its hits are not listed in these tables
Numbers without * were called inactive; i = inactive; ? = inconclusive; / = not tested or not shown; & = joins results of further samples; [ ] = another dose, or the depositor's remark. Unless noted, calls come from the whole dose curve; as a rule, active = well fitted curve in the direction sought with a large enough effect; inconclusive = small, poorly fitted or top-dose-only effect, or another doubt; inactive = no such curve, though single readings can be large; an effect the other way counts as inactive or inconclusive. An excerpt; the hit share may differ from the screen's.

#	Compound	EPAC2 agonist	D3 ag	Mm-Cpn inhibitor	CCT chaperon mod
1	Cc1cc(C)c(S(=O)(=O)c2c(C)cccc2C)c(Cl)n1	9.0%	-8.4	0.9%	-1.0
2	COc1ccc(CCNC(=O)COc2ccc(S(=O)(=O)N3CCOCC3)cc2)cc1OC	3.9%	1.3	0.2%	-7.8
3	O=C(Nc1ccccc1)N1CCCC1	-18.3%	10.7	0.4%	1.5
4	CC1(Oc2cnc(Cl)c3ccccc23)CCN(Cc2ccc(-c3ccccn3)cc2)C1 (centres undefined)	6.1%	-2.3	/	0.6
5	O=C(N/N=C/c1cc(Cl)ccc1O)c1ccccc1Br	20.2%	0.1	0.0%	-0.7
6	CCOC(=O)C1CCCN(CC(=O)NC2CC2)C1 (centres undefined)	5.3%	-3.2	-0.3%	-0.2
7	NC(=N\N=CCc1ccccc1)/C(N)=N/N=CCc1ccccc1	2.8%	6.4	/	-2.1
8	O=C(Nc1ccc(S(=O)(=O)Nc2ccccc2)cc1)C1CC1	-2.1%	-4.7	0.8%	-1.1

#	PTHR1 agonist	DRD3 antagonist	Akt phos inh	EPAC2 antagonist
1	-33.2%[inhibitor]	-20.5	i	-7.1%
2	i	1.7	i	3.1%
3	i	-9.3	i	3.0%
4	i	-0.5	i	9.3%
5	-16.8%	-2.0	i	-5.3%
6	-1.6%	-13.7	i	0.7%
7	-0.5%	0.7	i	-0.5%
8	-11.2%	10.9	i	-10.9%

(cont.)
#	Compound	EPAC2 agonist	D3 ag	Mm-Cpn inhibitor	CCT chaperon mod
9	O=S(=O)(c1ccccc1)N1CCN=C1SCc1cccnc1	3.3%	-6.4	1.6%	-0.2
10	CCOC(=O)CNC(=O)CSc1nc2c(C)cccc2cc1CC	-4.8%	-7.5	-6.4%	-10.4
11	COc1ccc(/C=N/Nc2cc(C)nc3ccc(Br)cc23)cc1	13.8%	-7.8	-1.2%	1.2
12	COc1ccc(NC(=O)COC(=O)c2ccc(N3CCCC3=O)cc2)cc1	2.2%	-1.7	0.1%	0.4
13	O=C(NCC1CCCN(C(=O)c2cscn2)C1)c1ccccc1Cl (centres undefined)	1.6%	-12.9	-5.4%	-7.4
14	CCCCn1c(N)c(N(CC(C)C)C(=O)c2cc(Br)c(Br)s2)c(=O)[nH]c1=O	-3.0%	-7.0	/	-0.9
15	CN=c1scc(-c2ccc(OC)cc2)n1/N=C(\C)c1cccnc1	19.6%	34.9*	-0.9%	2.9
16	O=C(NCc1ccc(Cl)cc1)C1CCN(S(=O)(=O)c2cccc3nonc23)CC1	8.7%	-6.6&1.0	-0.7%	-3.9

#	PTHR1 agonist	DRD3 antagonist	Akt phos inh	EPAC2 antagonist
9	-79.0%[inhibitor]	17.5	i	4.1%
10	?	4.0	i	-7.3%
11	-20.9%	5.0	i	-5.4%
12	-33.8%[inhibitor]	-3.2	i	-26.5%
13	-21.6%	-20.3	i	4.7%
14	-37.2%	-1.0	i	3.9%
15	-35.2%	27.1	i	-6.6%
16	-8.4%&-5.9%	1.9	i	0.5%

Remaining list, next part
#	Compound	EPAC2 agonist	D3 ag	Mm-Cpn inhibitor	CCT chaperon mod
17	O=C(O)c1ccc(CSc2nnc(-c3ccco3)o2)cc1	5.9%	2.3	0.6%	0.3
18	CCOc1ccccc1NCc1cc(=O)oc2cc(C)ccc12	17.9%	-15.5	0.0%	-3.2
19	COc1cccc(/C=N/NC(=O)CCn2c3ccccc3c3ccccc32)c1	-2.4%	6.2	-28.5%	-1.4
20	CCOC(=O)N1CCN(C(=O)c2cc(COc3cccc(C(F)(F)F)c3)on2)CC1	0.0%	8.1	-3.6%	-0.7
21	COc1ccc(OC)c(NC(=O)C2(C)CCN2C(=O)Cc2ccc(Cl)cc2Cl)c1 (centres undefined)	3.1%	5.7	/	1.4
22	COc1cc(/C=C/C(=O)O)cc(S(=O)(=O)NCCCC(=O)O)c1OC	11.1%	0.0	-1.9%	-0.6
23	CC(C)(C)c1ccc(C(=O)c2c[nH]c(C(=O)O)c2)cc1	3.5%	-4.5	-0.4%	-2.1
24	Cc1cccnc1NC(=O)CSc1nnc(CNC(=O)c2cccc([N+](=O)[O-])c2)n1C	1.3%	4.7	-4.9%	2.9

#	PTHR1 agonist	DRD3 antagonist	Akt phos inh	EPAC2 antagonist
17	-16.6%	2.6	i	7.2%
18	-52.7%[inhibitor]	0.6	i	-6.2%
19	-58.8%[inhibitor]	55.8	i	-12.3%
20	-3.6%	3.8	i	-4.4%
21	-16.7%	20.6	i	?
22	i	-5.6	i	-3.5%
23	-87.8%[inhibitor]	-7.4	i	4.5%
24	i	13.1	i	1.7%

An excerpt taken from the entries so far, for reference:
#	Compound	EPAC2 agonist	D3 ag	Mm-Cpn inhibitor	CCT chaperon mod
20	CCOC(=O)N1CCN(C(=O)c2cc(COc3cccc(C(F)(F)F)c3)on2)CC1	0.0%	8.1	-3.6%	-0.7
21	COc1ccc(OC)c(NC(=O)C2(C)CCN2C(=O)Cc2ccc(Cl)cc2Cl)c1 (centres undefined)	3.1%	5.7	/	1.4
22	COc1cc(/C=C/C(=O)O)cc(S(=O)(=O)NCCCC(=O)O)c1OC	11.1%	0.0	-1.9%	-0.6
23	CC(C)(C)c1ccc(C(=O)c2c[nH]c(C(=O)O)c2)cc1	3.5%	-4.5	-0.4%	-2.1
24	Cc1cccnc1NC(=O)CSc1nnc(CNC(=O)c2cccc([N+](=O)[O-])c2)n1C	1.3%	4.7	-4.9%	2.9

#	PTHR1 agonist	DRD3 antagonist	Akt phos inh	EPAC2 antagonist
20	-3.6%	3.8	i	-4.4%
21	-16.7%	20.6	i	?
22	i	-5.6	i	-3.5%
23	-87.8%[inhibitor]	-7.4	i	4.5%
24	i	13.1	i	1.7%

Further entries follow.
#	Compound	EPAC2 agonist	D3 ag	Mm-Cpn inhibitor	CCT chaperon mod
25	CCc1ccc(NC(=O)NCC2CCN(Cc3cccc(Cl)c3)CC2)cc1	11.7%	-3.6	1.3%	-3.9
26	CN(C)c1nc(N)c([N+](=O)[O-])c(NCc2ccccc2)n1	-2.2%	-3.6	0.7%	3.0
27	CCC(C(=O)NCc1ccco1)N(C(=O)CNS(=O)(=O)c1ccc(F)cc1)c1ccccc1F (centres undefined)	-0.8%	2.3	?	-1.4
28	O=C(CSc1nnnn1-c1ccc(F)cc1)c1ccc(O)c(O)c1	5.8%	9.7	-1.5%	-1.3
29	N#CCSc1nccc(-c2cc(Cl)sc2Cl)n1	-1.4%	4.8	-10.4%	-1.9
30	CC(=O)C1C(c2ccncc2)NC(=O)NC1(O)C(F)(F)F (centres undefined)	-0.5%	-3.2	1.1%	-6.2
31	Cc1ccc(S(=O)(=O)N2CCN(C(=O)CC(C)n3cncn3)CC2)cc1C (centres undefined)	-4.5%	14.9	0.7%	-2.2
32	c1csc(-c2csc(-c3cccs3)n2)c1	10.1%	-0.9	-11.3%	2.2

#	PTHR1 agonist	DRD3 antagonist	Akt phos inh	EPAC2 antagonist
25	i	-52.4*	i	-2.1%
26	-6.5%	-23.7	i	1.0%
27	i	2.2	i	5.4%
28	-0.7%	-22.8	i	-0.2%
29	-7.3%	1.1	i	3.1%
30	-13.0%[57.5 µM]	10.0	i	-1.9%
31	i	22.1	i	1.9%
32	-69.2%[inhibitor]	13.2	i	-6.1%

The listing continues.
#	Compound	EPAC2 agonist	D3 ag	Mm-Cpn inhibitor	CCT chaperon mod
33	COc1ccc(OC)c(-c2csc(NC(=O)CSc3ccccc3)n2)c1	10.3%	2.3	-6.3%	-0.3
34	COc1ccccc1N1CCN(C(c2cccs2)C(C)NC(=O)c2ccco2)CC1 (centres undefined)	11.0%	1.9	1.6%	0.6
35	CNC(=O)CC1C(=O)N(c2ccc(F)cc2)C(=S)N1NC(=O)c1ccc(Cl)cc1 (centres undefined)	-1.8%	-12.4	0.8%	-0.7
36	O=C(Cn1c(=O)c(=O)n(Cc2ccccc2)c2ccc(Cl)cc21)NCC1CCCO1 (centres undefined)	2.3%	4.6	-0.6%	-1.5
37	CCCN(CC(=O)Nc1ccccc1C)C(=O)C1CC(=O)N(c2ccccc2C(C)CC)C1 (centres undefined)	-0.8%	1.2	-0.9%	-5.3
38	O=C(Oc1ccc(NC2=NS(=O)(=O)c3ccccc32)cc1)c1cccnc1	4.7%	-3.8	1.2%	-4.8
39	COC(=O)c1ccc(COC(=O)CCS(=O)(=O)c2ccc(C)cc2)cc1	8.1%	-6.3	0.4%	-2.7
40	NS(=O)(=O)c1cccc(NC(=O)Cn2cnc3ccccc3c2=O)c1	-2.5%	-2.5	0.0%	-1.7

#	PTHR1 agonist	DRD3 antagonist	Akt phos inh	EPAC2 antagonist
33	-11.0%	15.8	i	-10.8%
34	i	2.7	i	2.1%
35	-17.2%	-20.9	i	0.2%
36	16.3%	-10.7	i	2.6%
37	i	11.6	i	-20.9%
38	i	4.3	i	9.6%
39	i	-3.0	i	-4.2%
40	-12.2%[57.5 µM]	8.2	i	-0.9%

New compounds follow
#	Compound	EPAC2 agonist	D3 ag	Mm-Cpn inhibitor	CCT chaperon mod
41	CCN(CC)CCNC(=O)CCCNC(=O)Cn1cnc2sc(C)c(C)c2c1=O	2.3%	-2.9	0.2%	0.5
42	CC1(C)Cc2cccc(OCC(=O)OCc3nnc(-c4ccc([N+](=O)[O-])cc4)o3)c2O1	12.3%	7.5	-3.5%	1.4
43	CC(=O)N1c2ccc(S(=O)(=O)N3CCC(C(=O)NCc4ccccc4)CC3)cc2CC1C (centres undefined)	0.3%	9.9	1.5%	-1.3
44	COc1ccc(CCNC(=O)c2ccc(NS(=O)(=O)c3ccc4[nH]c(=O)[nH]c4c3)cc2)cc1OC	-3.0%	3.2	1.7%	-1.8

#	PTHR1 agonist	DRD3 antagonist	Akt phos inh	EPAC2 antagonist
41	i	2.7	i	-1.9%
42	-9.3%	-28.6	i	-6.3%
43	0.0%	8.6	i	4.7%
44	i	13.3	i	-4.3%
